Source: PubChem (several laboratories)
DYRK1A inh – Dyrk1A (rat) kinase inhibition; AID 504441; inhibition, % at 12.5 µM; ADP-Glo luminescence, NFATc1 peptide; 0.43% of 310,000 active; in the data active = inhibition above about 50%;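 note: plate controls were vehicle with enzyme for no effect and no enzyme for full effect; many of its hits are not listed in these tables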
PolyA inh – inhibitors of polyadenylation in S. cerevisiae | S. cerevisiae SKY197-pL101 polyadenylation reporter, beta-gal luminescence; efflux-impaired pdr1/pdr3 knockout yeast; score 100 = 6 SD above DMSO | 0.02% of 300,000 active | AID 1875 | calls only at 12 µM;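 active = lowest replicate activity score at least 50, where 100 means six control SD above control mean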;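 note: yeast exposed to compound for 9 h at 30 °C; higher score means more reporter readthrough which indicates perturbed polyadenylation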
KCNK9 block – blocks the human KCNK9 two-pore domain potassium channel; Q9NPC2; HEK293 KCNK9, FluxOR thallium flux fluorescence; active compounds read low; B-score at 10 µM; 1.2% of 310,000 active; AID 488922;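 active = ratio B-score over 3 SD below the library mean, with starting fluorescence within 5 SD of its mean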;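 note: negative B-score means less thallium flux so channel inhibition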
KCNK3 inh – human KCNK3 channel inhibition, primary screen; 0.84% of 340,000 active; B-score at 10 µM; O14649; AID 602410; CHO-KCNK3 thallium flux, FluxOR fluorescence; active compounds read low;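 active = B-score under library mean minus 4 SD, starting fluorescence ratio at most library mean plus 5 SD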;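 note: more negative B-score means stronger inhibition of thallium flux through KCNK3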
KCNQ1 act – potentiators or activators of human KCNQ1 potassium channel; CHO-K1 KCNQ1, thallium flux FluxOR fluorescence; active compounds read high; B-score at 10 µM; 0.35% of 310,000 active;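 active = fluorescence ratio B-score, a plate-corrected score, at least three library SD, with initial intensity B-score within 5 SD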
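Schedule – 37 °C overnight plating, 90-min dark dye load, 20-min compound pretreatment · System – stable KCNQ1 CHO-K1 line · Probe or stimulus – thallium- and potassium-containing depolarizing buffer · Measured by – kinetic FluxOR fluorescence, 10 s baseline plus 110 s post-stimulus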
TRPC4 block – TRPC4 (mouse) channel inhibition | Q9QUQ5 | HEK293 TRPC4beta/mu-opioid, DAMGO-evoked Fluo4 calcium flux; active compounds read low | B-score at 10 µM | 0.39% of 300,000 active;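 active = B-score over 3 SD under the library average, no early fluorescence shift, positive overall ratio signal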
Target sequence (Q9QUQ5 whole entry, looked up): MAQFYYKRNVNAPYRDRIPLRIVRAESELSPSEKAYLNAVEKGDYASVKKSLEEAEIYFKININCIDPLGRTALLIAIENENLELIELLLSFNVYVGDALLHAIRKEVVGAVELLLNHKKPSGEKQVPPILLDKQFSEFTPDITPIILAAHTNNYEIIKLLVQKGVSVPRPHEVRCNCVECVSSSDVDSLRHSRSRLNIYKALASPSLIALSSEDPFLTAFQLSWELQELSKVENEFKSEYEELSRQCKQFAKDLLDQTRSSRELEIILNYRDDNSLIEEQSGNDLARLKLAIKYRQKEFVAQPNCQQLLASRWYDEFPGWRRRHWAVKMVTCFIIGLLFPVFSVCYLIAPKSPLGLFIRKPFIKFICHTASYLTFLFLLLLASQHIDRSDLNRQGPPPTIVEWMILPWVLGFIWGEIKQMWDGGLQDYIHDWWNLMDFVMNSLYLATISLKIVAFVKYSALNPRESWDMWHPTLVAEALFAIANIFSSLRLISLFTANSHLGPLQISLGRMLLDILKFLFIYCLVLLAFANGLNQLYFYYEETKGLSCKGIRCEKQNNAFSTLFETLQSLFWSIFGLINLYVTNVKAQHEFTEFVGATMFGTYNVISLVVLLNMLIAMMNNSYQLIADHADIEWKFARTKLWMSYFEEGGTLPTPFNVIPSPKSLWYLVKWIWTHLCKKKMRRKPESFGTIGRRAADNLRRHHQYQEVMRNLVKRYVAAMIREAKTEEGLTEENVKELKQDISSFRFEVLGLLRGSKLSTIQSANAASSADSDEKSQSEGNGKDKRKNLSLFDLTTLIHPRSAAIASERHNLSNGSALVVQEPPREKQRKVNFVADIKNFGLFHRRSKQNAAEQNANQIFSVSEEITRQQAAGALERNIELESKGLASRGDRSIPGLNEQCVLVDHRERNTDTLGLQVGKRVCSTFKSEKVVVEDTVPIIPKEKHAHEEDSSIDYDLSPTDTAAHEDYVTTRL
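Assay system: Stable TRPC4beta/mu-opioid receptor HEK293 cells | Reagent: DAMGO in two steps, submaximal then maximal | Compound dosing: Single concentration per test compound | Signal: Fluo4 Ca2+ flux fluorescence | Evaluation: Per-well B score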
KCNQ1 inh – blocks the human KCNQ1 potassium channel. CHO-K1 KCNQ1, FluxOR thallium flux fluorescence; active compounds read high. 1.3% of 310,000 active. B-score at 10 µM. P51787;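 active = compounds whose thallium flux B-score, printed positive for inhibition, exceeds three library SD while starting fluorescence stays within three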;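 note: channel opened by potassium depolarization with thallium stimulus after 20 min compound exposure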
hERG protect – shields human hERG channel from block by proarrhythmic agents; Q12809; CHO-hERG, FluxOR thallium flux, dofetilide IC70 present; activation (rescue from dofetilide block), less the hit threshold, % at 10 µM; 0.51% of 310,000 active; AID 1511;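 active = activation above the mean of controls blocked by dofetilide plus 5 SD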;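 note: thallium influx through hERG after potassium depolarization seen as dye fluorescence rise; in these data hits start at about 4.7%; inactives centre near -7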
TRPC4 potent – TRPC4 (mouse) allosteric potentiation; 0.42% of 310,000 active; HEK293 TRPC4beta/mu-opioid, DAMGO EC20, Fluo-4 Ca2+ flux; active compounds read high; B-score at 10 µM; AID 2227;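 active = B-score of calcium response area above 5 SD of library B-scores, with initial fluorescence ratio within 5 SD of library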;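 note: B-score of integrated fluorescence ratio over time as area under calcium response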
TRPC4 agonist – activators of mouse TRPC4 channel | HEK293 TRPC4beta/mu-opioid, Fluo4 calcium fluorescence; active compounds read high | Q9QUQ5 | B-score at 10 µM | AID 2237 | 0.49% of 310,000 active;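 active = B-score above 5 SD of library B-scores, and initial fluorescence ratio not above library mean plus 5 SD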;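 note: positive B-score marks a calcium rise read as TRPC4 activation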
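System: HEK293 cells stably co-expressing mouse TRPC4beta and mu-opioid receptor; Schedule: Fluo4 dye loading 45 min at room temperature, 110 s recording; Detection: Fluo4 fluorescence, kinetic; Evaluation: B-scored integrated calcium fluorescence ratio; Controls: buffer (low) and maximal DAMGO (high).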
Platelet DG rel – platelet dense granule release activity; 0.22% of 300,000 active; inhibition, %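 (compounds screened at 7.5 µM in platelet-rich plasma)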; AID 1663; human platelet-rich plasma, SFLLRN dense granule ATP release, luminescence;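 active = mean replicate score, as percent of positive control, at or above 50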
* hit, by the source's call; i = inactive; · = no result given. An excerpt, so the mix of outcomes need not match the whole.

SMILES	DYRK1A inh	PolyA inh	KCNK9 block	KCNK3 inh	KCNQ1 act	TRPC4 block	KCNQ1 inh	hERG protect	TRPC4 potent	TRPC4 agonist	Platelet DG rel
O=C(CSc1n[nH]c(-c2cccs2)n1)NCc1ccc2c(c1)OCO2	21	i	i	i	i	i	i	-9	i	i	-1
CN(c1nc2nonc2nc1NC1CC1)C1CCOC1 (stereo unspecified)	1	i	i	i	i	i	i	-4	i	i	2
Cc1cc(C(=O)NC(Cc2c[nH]c3ccccc23)C(=O)O)c(C)o1 (stereo unspecified)	5	i	i	i	i	i	i	-5	i	i	-2
COC(=O)c1ccc(NC(=O)CSc2nc(C)cc(=O)[nH]2)cc1	-1	i	i	i	i	i	i	-6	i	i	1
O=C(O)CN1C(=O)C2C3C=CC(C3)C2C1=O (stereo unspecified)	-2	i	i	i	i	i	i	-7	i	i	-9
COc1ccc(/C=N\NC(=O)c2cc(O)c(O)c(O)c2)cc1CN1CCN(c2ccc(F)cc2)CC1	-3	i	i	i	i	i	i	-11	i	i	-5
Cc1nn(C(=O)c2cccc([N+](=O)[O-])c2)c(C)c1Cl	-3	i	i	i	i	i	i	-4	i	i	-2
O=C(Nc1ccccc1-c1nnn(CC(=O)N2CCN(c3ccccc3)CC2)n1)c1cccs1	-1	i	i	i	i	i	i	-11	i	i	-6
CCN(CC(O)Cn1c2ccccc2c2ccccc21)S(=O)(=O)c1ccc(C)cc1 (stereo unspecified)	2	i	i	i	i	i	i	-7	i	i	2
Cc1ccc2oc(C(=O)Nc3nnc(CC(C)C)s3)c(C)c2c1	-5	i	i	i	i	i	i	-9	i	i	3
COc1ccccc1OCCNC(=O)/C=C/c1ccc([N+](=O)[O-])cc1	-5	i	i	i	i	i	i	-5	i	i	-11
CN(C)S(=O)(=O)n1cc(/C=C(\NC(=O)c2ccccc2Cl)C(=O)N2CCCC2)c2ccccc21	0	i	i	i	i	i	i	-4	i	i	-1
CCOC(=O)C1=C(N)N2C(=O)C(C)SC2=C(C(=O)OCC)C1c1cc(OC)c(OC)c(OC)c1 (stereo unspecified)	-1	i	i	i	i	i	i	-11	i	i	-1
O=C(NCC(c1ccc(F)cc1)N1CCOCC1)c1cccnc1Sc1ccccc1Cl (stereo unspecified)	1	i	i	i	i	i	i	-8	i	i	-19
COC(=O)C(=O)/C=C(\O)c1ccc(C)cc1	8	i	i	i	i	i	i	-3	i	i	0
Cc1ccc(S(=O)(=O)CC(=O)Nc2cccc(C)n2)cc1	-1	i	i	i	i	i	i	-3	i	i	-3
Cc1ccc(CN2CC(C(=O)Nc3cccc(S(=O)(=O)N4CCCCC4)c3)CC2=O)cc1 (stereo unspecified)	1	i	i	i	i	i	i	-12	i	i	-2
Cc1c(C(=O)NCCNc2ncc(C(F)(F)F)cc2Cl)cccc1[N+](=O)[O-]	-8	i	i	i	i	i	i	-12	i	i	-3
O=C(CNC(=O)c1ccccc1F)OCc1csc(-c2ccccc2)n1	0	i	i	i	i	i	i	-8	i	i	4
Cc1cc(C)c2sc(C)[n+](CCCS(=O)(=O)[O-])c2c1	-3	i	i	i	i	i	i	-7	i	i	4
Cc1cc(=O)n2[nH]c(N)c(N=Nc3ccccc3)c2n1	23	i	i	i	i	i	i	-5	i	i	-1
Cc1ccc(S(C)(=O)=O)cc1C(=O)NC(C)C1CC2CCC1C2 (stereo unspecified)	-5	i	i	i	i	i	i	-5	i	i	-1
COc1nc(NCCN2CCOCC2)nc(Nc2ccccc2)n1	3	i	i	i	i	i	i	-10	i	i	-1
CC(C)C(c1nnnn1C(C)(C)C)N1CCC(Cc2ccccc2)CC1 (stereo unspecified)	-2	i	-7.9*	i	i	i	i	-11	i	i	20
CN(C(=O)c1ccco1)c1ccccc1C(=O)O	-2	i	i	i	i	i	i	-6	i	i	-5
COc1ccc(-c2csc(NC(CO)c3nc4ccccc4n3Cc3ccc(C)cc3)n2)cc1 (stereo unspecified)	1	i	i	i	i	i	i	-4	i	i	2
O=c1[nH]cc(S(=O)(=O)N2CCN(c3cccc(Cl)c3)CC2)c(=O)[nH]1	6	i	i	i	i	i	i	-7	i	i	-8
CN1CCN(C(=O)CCC(=O)O)CC1	12	i	i	i	i	i	i	-5	i	i	6
O=C1NC(=S)CN1c1ccccc1	0	i	i	i	i	i	i	-12	i	i	-16
O=C(COC(=O)COc1ccccc1[N+](=O)[O-])Nc1cccc(Br)c1	4	i	i	i	i	i	i	-4	i	i	3
Cc1nc(C)c(C(=O)C2=C(O)C(=O)N(CCCn3ccnc3)C2c2ccccc2)s1 (stereo unspecified)	4	i	i	i	i	i	i	-5	i	i	7
CCC(C)N1CCN(S(=O)(=O)c2ccc(NC(C)=O)cc2)CC1 (stereo unspecified)	6	i	i	i	i	i	i	-5	i	i	-1
CCC(C(=O)OCC(=O)c1c(N)n(CC(C)C)c(=O)n(C)c1=O)c1ccccc1 (stereo unspecified)	5	i	i	i	i	i	i	-13	i	i	4
Nc1nonc1-c1noc(-c2ccccc2Br)n1	-2	i	i	i	i	i	i	-8	i	i	-1
COc1ccc(Cl)cc1S(=O)(=O)N1CCC(C(=O)NCc2ccco2)CC1	6	i	i	i	i	i	i	-10	i	i	-5
COc1ccc2cc(C(=O)C3CCCN(C(=O)c4sc(C)nc4C)C3)ccc2c1 (stereo unspecified)	·	i	i	i	i	i	i	-10	i	i	13
Cc1ccc(NC(=O)NCc2ccccn2)c(C)c1	-9	·	i	i	i	i	i	-9	i	i	·
CC12CCC(C(=O)N(CC3CO3)C1=O)C2(C)C (stereo unspecified)	·	i	i	i	i	i	i	-8	i	i	-7
CC(=O)Oc1ccc2oc(C)c(C(=O)N3CCOCC3)c2c1	-6	i	i	i	i	i	i	4.9*	i	i	-7
Cn1cnc(S(=O)(=O)NCc2ccc(Br)cc2)c1	-9	i	i	i	i	i	i	-7	i	i	-2

Entries from the list above containing bromine:
SMILES	DYRK1A inh	PolyA inh	KCNK9 block	KCNK3 inh	KCNQ1 act	TRPC4 block	KCNQ1 inh	hERG protect	TRPC4 potent	TRPC4 agonist	Platelet DG rel
O=C(COC(=O)COc1ccccc1[N+](=O)[O-])Nc1cccc(Br)c1	4	i	i	i	i	i	i	-4	i	i	3
Nc1nonc1-c1noc(-c2ccccc2Br)n1	-2	i	i	i	i	i	i	-8	i	i	-1
Cn1cnc(S(=O)(=O)NCc2ccc(Br)cc2)c1	-9	i	i	i	i	i	i	-7	i	i	-2

Next part
SMILES	DYRK1A inh	PolyA inh	KCNK9 block	KCNK3 inh	KCNQ1 act	TRPC4 block	KCNQ1 inh	hERG protect	TRPC4 potent	TRPC4 agonist	Platelet DG rel
O=C(Nc1ccccc1OC(F)(F)F)c1ccc([N+](=O)[O-])cc1	-3	i	i	i	i	i	i	-12	i	i	3
CCCN(Cc1cc2ccc(C)cc2[nH]c1=O)C(=O)c1ccccn1	-3	i	i	i	i	i	i	-2	i	i	5
COc1ccccc1NC(=O)CN(C)S(=O)(=O)c1cccc2cccnc12	1	i	i	i	i	i	i	-5	i	i	-4
Cc1ccc(C(=O)NCc2ccncc2)cc1S(=O)(=O)N1CCOCC1	-6	i	i	i	i	i	i	-8	i	i	1
Cc1cccc2sc(NC(=O)C3CCN(S(=O)(=O)c4cc([N+](=O)[O-])ccc4Cl)CC3)nc12	-3	i	i	i	i	i	11*	-7	i	i	22
O=C(COc1ccc(/C=N/NC(=O)c2ccccc2Br)cc1)Nc1ccccc1	11	i	i	i	i	i	i	-6	i	i	1
Cc1cc(C)cc(C(=O)NCCCc2ccccc2)c1	-1	i	i	i	i	i	i	-4	i	i	4
COc1ccc2c(c1)O/C(=C\c1ccco1)C2=O	5	i	i	i	i	i	i	-10	i	i	-5
COc1cc(C(=O)N/N=C(\C)c2ccccn2)cc(OC)c1OC	-4	i	i	i	i	i	i	-10	i	i	-3
COC(=O)c1cnn(-c2ccc(F)cc2F)c1/C=N/NC(=S)NC(C)(C)C	·	i	-7*	i	i	i	i	-4	i	i	2
CC(C)CCN1C(=O)c2ccc(C(=O)Nc3ccccn3)cc2C1=O	4	i	i	i	i	i	i	-12	i	i	10
N/C(Cc1ccc(Cl)cc1)=N\OC(=O)c1ccccc1	-3	i	i	i	i	i	i	-10	i	i	-1
CN(C(=O)COC(=O)c1cncc(Br)c1)C1CCS(=O)(=O)C1 (stereo unspecified)	6	i	i	i	i	i	i	-11	i	i	0
CCCn1c(SCC(=O)Nc2cccc(C)n2)nnc1-c1ccco1	10	i	i	i	i	i	i	-2	i	i	·
COc1ccc(S(=O)(=O)n2cnc3ccccc32)c(C)c1	6	i	i	i	i	i	i	-3	i	i	-4
Cc1ccc(NC(=O)CSc2nc3c(c(=O)[nH]2)CCC3)cc1C	-2	i	i	i	i	i	i	-12	i	i	12
CC(C)(C)NC(=O)COC(=O)c1c2c(nc3ccccc13)CCC2	2	i	i	i	i	i	i	-23	i	i	-1
COc1ccc2nc(NC3=NCCC3)sc2c1	-8	i	i	i	i	i	i	0	i	i	-5
COc1ccc(C(c2nnnn2C2CCCC2)N2CCN(C3CCCC3)CC2)cc1OC (stereo unspecified)	1	i	i	i	i	i	i	-5	i	i	3
Cc1c(Cl)cccc1NC(CC(=O)c1ccccc1)C(=O)OCC(=O)c1cccs1 (stereo unspecified)	-5	i	i	i	i	i	i	-5	i	i	23
COc1cccc(OC)c1C(=O)Nn1c(-c2cccs2)nc2ccccc2c1=O	5	i	i	i	i	i	i	-12	i	i	2
Cc1c(C(=O)Nc2ccc(S(=O)(=O)Nc3ncccn3)cc2)oc2ccc(F)cc12	-4	i	i	i	i	i	i	-1	i	i	-4
CC12CN3CC(C)(CN(C1)C3c1ccc3c(c1)OCO3)C2O (stereo unspecified)	-6	i	i	i	i	i	i	-14	i	i	5
CCn1c2ccccc2c2cc(NC(=O)C(C)Oc3ccc(OC)cc3)ccc21 (stereo unspecified)	-4	i	i	i	i	i	i	-5	i	i	-55
Cc1ccc(C(=O)n2nc(-c3ccco3)nc2N)cc1	-1	i	i	i	i	i	i	-6	i	i	0
Cn1c(CCNS(=O)(=O)c2ccccc2)nnc1SCc1cccnc1	5	i	i	i	i	i	i	-6	i	i	9
Cc1oc(-c2ccccc2)cc1C(N)=O	10	i	i	i	i	i	i	0	i	i	-7
N/C(=N\OC(=O)CCC1CCCC1)c1ccccn1	2	i	i	i	i	i	i	-5	i	i	-6
